bovine MsrA act: bovine MsrA enzyme activators, primary screen, biochemical, absorbance, HTS | Methionine sulfoxide reductase A (Bos taurus) | purified bovine MsrA, absorbance read-out | activation, % at 10.6 µM | 360,000 tested, 0.3% active; in the data active = activation above about 7.5%;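 note: 0% = vehicle and 100% = reference activator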
Neddylation inh: inhibitors of cullin neddylation, primary screen, biochemical, TR-FRET, uHTS, NAE and Ubc12; NEDD8-conjugating enzyme Ubc12 (Homo sapiens) + NEDD8-activating enzyme E1 regulatory …; calls only at 25 µM; 360,000 tested, 0.58% active; in the data active = inhibition above about 36%
FAS TE block: FAS thioesterase domain inhibitors, primary screen, biochemical, fluorescence intensity, uHTS; Fatty acid synthase (Homo sapiens), P49327; recombinant FAS-TE, OMFH fluorogenic substrate, fluorescence endpoint; inhibition, % at 15 µM; 360,000 tested, 0.67% active;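 active = compounds whose normalised, plate-corrected inhibition of enzyme fluorescence in the single-dose primary screen is 50% or more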;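 note: 0% = DMSO with enzyme and 100% = substrate without enzyme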
CSN deneddyl inh: inhibitors of CSN-mediated cullin deneddylation, primary screen, biochemical, fluorescence polarization, uHTS. COP9 signalosome complex subunit 5 (Homo sapiens), Q92905. Purified CSN, SCF-Nedd8-OG deneddylation. inhibition, % at 12.5 µM. AID 651999, 2013. 360,000 tested, 0.38% active;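 active = pattern-corrected inhibition above about 35%, with an unprinted fluorescence ratio check between 0.5 and 1.5, limit read from the data, passing the limit was not always enough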;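 note: 0% = enzyme with substrate and 100% = substrate without enzyme; some results filed as inactive read as strong as hits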
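Test system: Human Csn5 produced in HEK293T cells | Compound: 12.5 µM single point | Times: 90 min, room temperature | Signal: Fluorescence polarization readout | Read-out basis: % inhibition of substrate cleavage by Csn5 | Controls: no-enzyme wells high, enzyme-with-substrate wells low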
MsrA inhibitor: bovine MsrA enzyme inhibitors, primary screen, biochemical, absorbance, HTS | 360,000 tested, 0.75% active | inhibition, % at 15.5 µM | purified bovine MsrA, absorbance read-out | Methionine sulfoxide reductase A (Bos taurus); in the data active = inhibition above about 4.5%;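 note: 0% = vehicle wells with enzyme and 100% = reference inhibitor wells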
PABP1 MLLE inh: inhibitors of PABP1 MLLE–PAM2 peptide binding, primary screen, biochemical, fluorescence polarization, FITC-PAM2, GST-MLLE. Polyadenylate-binding protein 1 (Homo sapiens), P11940. inhibition, % at 20 µM. 360,000 tested, 0.36% active; in the data active = inhibition above about 35%, passing the limit was not always enough;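 note: plate controls were DMSO wells with GST-MLLE for no effect and wells lacking GST-MLLE protein for full effect; some results filed as inactive read as strong as hits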
eLon inh: inhibitors of E. coli Lon protease, primary screen, biochemical, fluorescence polarization; AID 602123, 2011; purified E. coli Lon protease; P0A9M0; 360,000 tested, 0.42% active; inhibition, % at 7.94 µM; in the data active = inhibition above about 13%, passing the limit was not always enough;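 note: 0% = enzyme with probe and DMSO and 100% = no enzyme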
Rin1-Abl PPI inh: inhibitors of Rin1-Abl protein binding, primary screen, biochemical, TR-FRET; AID 588664, 2011; 360,000 tested, 0.4% active; Tyrosine-protein kinase ABL1 (Homo sapiens) + Ras and Rab interactor 1 (Homo sapiens), …; inhibition, % at 7.35 µM; in the data active = inhibition above about 5%, passing the limit was not always enough
Target sequence (P00519 whole entry, looked up): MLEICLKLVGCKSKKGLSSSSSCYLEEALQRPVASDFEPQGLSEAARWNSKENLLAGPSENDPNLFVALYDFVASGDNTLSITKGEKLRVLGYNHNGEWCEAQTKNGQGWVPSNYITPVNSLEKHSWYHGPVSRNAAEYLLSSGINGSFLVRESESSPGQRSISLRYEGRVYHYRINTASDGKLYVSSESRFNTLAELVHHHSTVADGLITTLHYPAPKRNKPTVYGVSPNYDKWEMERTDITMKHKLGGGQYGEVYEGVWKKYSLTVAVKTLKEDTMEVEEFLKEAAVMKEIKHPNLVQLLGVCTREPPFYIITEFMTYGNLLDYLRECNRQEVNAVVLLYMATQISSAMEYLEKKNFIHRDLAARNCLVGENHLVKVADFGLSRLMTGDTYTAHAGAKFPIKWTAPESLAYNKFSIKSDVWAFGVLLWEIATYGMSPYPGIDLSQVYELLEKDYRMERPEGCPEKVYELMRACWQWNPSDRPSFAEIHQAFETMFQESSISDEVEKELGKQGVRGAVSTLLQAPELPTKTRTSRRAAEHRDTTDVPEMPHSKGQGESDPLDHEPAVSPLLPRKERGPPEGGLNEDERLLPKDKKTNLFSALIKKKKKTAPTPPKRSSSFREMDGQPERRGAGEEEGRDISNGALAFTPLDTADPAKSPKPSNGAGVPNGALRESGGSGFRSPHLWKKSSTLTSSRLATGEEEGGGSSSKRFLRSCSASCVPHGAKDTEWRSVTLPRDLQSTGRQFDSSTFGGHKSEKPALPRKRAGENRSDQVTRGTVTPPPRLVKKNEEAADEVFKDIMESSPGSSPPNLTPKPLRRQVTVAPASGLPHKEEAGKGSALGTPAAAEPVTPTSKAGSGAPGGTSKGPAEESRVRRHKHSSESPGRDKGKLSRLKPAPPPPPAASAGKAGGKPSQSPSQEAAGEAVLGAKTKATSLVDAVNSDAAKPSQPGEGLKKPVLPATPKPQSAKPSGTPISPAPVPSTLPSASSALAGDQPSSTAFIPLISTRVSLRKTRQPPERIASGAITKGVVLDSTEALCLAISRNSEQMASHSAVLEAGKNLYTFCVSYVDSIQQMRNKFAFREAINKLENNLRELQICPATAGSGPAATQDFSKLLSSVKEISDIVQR
Target sequence (Q13671 whole entry, looked up): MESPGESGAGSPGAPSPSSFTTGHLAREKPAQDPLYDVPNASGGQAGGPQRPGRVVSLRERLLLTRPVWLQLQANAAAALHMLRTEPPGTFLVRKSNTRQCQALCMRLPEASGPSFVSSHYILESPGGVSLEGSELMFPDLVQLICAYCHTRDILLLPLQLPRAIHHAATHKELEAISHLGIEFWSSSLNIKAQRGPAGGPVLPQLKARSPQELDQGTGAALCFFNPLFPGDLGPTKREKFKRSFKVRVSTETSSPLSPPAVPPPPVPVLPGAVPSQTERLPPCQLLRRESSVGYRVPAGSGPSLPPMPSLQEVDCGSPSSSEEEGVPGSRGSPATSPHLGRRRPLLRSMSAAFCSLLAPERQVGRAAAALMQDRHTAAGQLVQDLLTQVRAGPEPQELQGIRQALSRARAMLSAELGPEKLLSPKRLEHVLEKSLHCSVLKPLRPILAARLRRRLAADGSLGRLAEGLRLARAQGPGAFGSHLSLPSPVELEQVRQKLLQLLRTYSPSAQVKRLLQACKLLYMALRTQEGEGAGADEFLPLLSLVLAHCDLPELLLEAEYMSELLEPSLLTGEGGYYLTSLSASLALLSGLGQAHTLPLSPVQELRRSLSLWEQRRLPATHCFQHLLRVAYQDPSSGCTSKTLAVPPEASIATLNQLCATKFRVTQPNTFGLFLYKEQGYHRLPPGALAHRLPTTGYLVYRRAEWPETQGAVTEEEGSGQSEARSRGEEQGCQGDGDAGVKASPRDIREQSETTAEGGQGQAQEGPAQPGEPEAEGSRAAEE
TbMetRS inhib: T. brucei MetRS inhibitors, primary screen, biochemical, luminescence; purified T. brucei MetRS, ATP depletion, Kinase-Glo luminescence; inhibition, % at 11.9 µM; 360,000 tested, 0.4% active; methionyl-tRNA synthetase (Trypanosoma brucei brucei);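 active = inhibition above a per-plate cutoff of the control wells' mean inhibition plus 3 SD, cut at about 5.5% in these data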;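 note: 0% = DMSO wells median and 100% = median of wells with control inhibitor compound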
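Material – parasite MetRS enzyme · Medium – HEPES-MgCl2-KCl buffer plus DTT, spermine, BSA, pyrophosphatase · Reagent – ATP, methionine and E. coli bulk tRNA substrates · Times – 15 min enzyme-compound preincubation, 2 h reaction, 10 min detection, 25 °C · Measured by – luminescence of leftover ATP · Evaluation – percent inhibition relative to median high and low control wells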
* hit, by the source's call; i = inactive; x = no result given. Not a hit list, and some 4% of all compounds hit somewhere here.

SMILES	bovine MsrA act	Neddylation inh	FAS TE block	CSN deneddyl inh	MsrA inhibitor	PABP1 MLLE inh	eLon inh	Rin1-Abl PPI inh	TbMetRS inhib
Cc1cc(C)nc(-n2nc(C)c(Sc3ccc(F)cc3)c2N)n1	0	i	-1	3	-0.4	13	-10	1	-0.4
COc1ccc(CC(=O)NC(C)c2ccc(Cl)c(Cl)c2)cc1S(=O)(=O)N1CCOCC1 (stereo not drawn)	-6	i	3	0	-0.8	-3	-12	3	-0.2
CN(Cc1ccccc1)C(=O)c1ccc(NC(=O)Cc2ccc(NC(=O)C3CCCN(S(=O)(=O)c4cccc([N+](=O)[O-])c4)C3)cc2)cc1 (stereo not drawn)	1	i	59*	1	1.1	0	1	-2	-1.2
Cc1cnc(NC(=O)C2CCC(C(C)(C)C)CC2)s1 (stereo not drawn)	-3	i	7	0	-0.4	10	-7	4	0.4
CN(C(=O)COC(=O)CCCN1C(=O)c2cccc3cccc(c23)C1=O)C1CCS(=O)(=O)C1 (stereo not drawn)	-2	i	-8	-4	3.6	-8	-9	-6	-0.5
COc1cc(NC(=O)COc2ccc(Cl)cc2)ccc1NC(=O)C(C)C	-1	i	-2	-2	x	9	-8	-2	-0.6
C1CCN(Cc2nnnn2CC2CCCO2)CC1 (stereo not drawn)	0	i	-9	-1	-0.5	2	0	0	0.1
CC(C)Oc1ccc(C(=O)NCCCNC(=O)c2ccccn2)cc1	-2	i	-2	-8	0.6	6	4	1	0.3
Cc1nnc(SCC(=O)N2CCOCC2)c2ccccc12	-9	i	-5	0	0.2	17	4	-1	-1.1
CCCc1nnc2c(N(C)S(=O)(=O)c3ccc(C)cc3)nc3ccccc3n12	-3	i	-6	-6	-1.4	13	-1	-3	-0.5
Cc1cccc(CNC(=O)C2CCC(=O)N(CCc3cccc(F)c3)C2)n1 (stereo not drawn)	-3	i	-9	-5	0.5	-3	-10	-1	-0.6
COC(=O)c1ccc(NC(=O)CN2CCN(CCO)CC2)cc1	-2	i	-4	3	-0.6	-4	-12	2	0.5
Cc1nc2ccc(NC(=O)NCCCO)cc2s1	0	i	-8	-1	1.3	1	2	1	0.1
CCc1cc(C(=O)Nc2cc(S(=O)(=O)N(CC)CC)ccc2N2CCN(C)CC2)sc1C	0	i	-3	-2	-0.6	-35	-6	0	-0.3
O=C(NN1C(=O)NC2(CCCCC2)C1=O)c1ccc(-c2ccc([N+](=O)[O-])cc2)o1	-4	i	14	-3	2.8	20	4	0	-0.6
CC(=O)c1cccc(NC(=O)C(OC(=O)c2cccs2)c2ccccc2)c1 (stereo not drawn)	2	i	15	15	-1.2	-8	-1	0	3.1
Cc1nc(C)c(C(=O)NNS(=O)(=O)c2ccccc2)s1	-1	i	-8	3	-1.9	10	-4	0	0.5
COCCCNC(=O)c1ccc2nc(Cc3ccc(OC)cc3)oc2c1	-4	i	-2	-1	0.4	-2	-8	-1	0.1
O=S(=O)(c1ccc(=S)[nH]c1)N1CCCCC1	-2	i	-5	-2	0.2	34	-8	5	0.2
N/C(=N\OC(=O)c1cc(Br)ccc1Cl)c1cccnc1	-3	i	2	1	0.1	16	11	-1	-0.4

Full records, quoted from the list. Screens in order: bovine MsrA act | Neddylation inh | FAS TE block | CSN deneddyl inh | MsrA inhibitor | PABP1 MLLE inh | eLon inh | Rin1-Abl PPI inh | TbMetRS inhib
Listed for `CN(C(=O)COC(=O)CCCN1C(=O)c2cccc3cccc(c23)C1=O)C1CCS(=O)(=O)C1` (stereo not drawn) = -2 | i | -8 | -4 | 3.6 | -8 | -9 | -6 | -0.5
Listed for `CCc1cc(C(=O)Nc2cc(S(=O)(=O)N(CC)CC)ccc2N2CCN(C)CC2)sc1C` = 0 | i | -3 | -2 | -0.6 | -35 | -6 | 0 | -0.3

Returning to the listing, starting three compounds before the break.
SMILES	bovine MsrA act	Neddylation inh	FAS TE block	CSN deneddyl inh	MsrA inhibitor	PABP1 MLLE inh	eLon inh	Rin1-Abl PPI inh	TbMetRS inhib
COCCCNC(=O)c1ccc2nc(Cc3ccc(OC)cc3)oc2c1	-4	i	-2	-1	0.4	-2	-8	-1	0.1
O=S(=O)(c1ccc(=S)[nH]c1)N1CCCCC1	-2	i	-5	-2	0.2	34	-8	5	0.2
N/C(=N\OC(=O)c1cc(Br)ccc1Cl)c1cccnc1	-3	i	2	1	0.1	16	11	-1	-0.4
O=C1Nc2c(c(=O)[nH]c(=O)n2-c2ccccc2F)C(C(F)(F)F)(C(F)(F)F)N1	-1	i	-2	3	0.4	4	-2	1	-1.1
COC(=O)c1ccc(NC(=O)COC(=O)C2=NN(c3ccccc3)C(=O)CC2)cc1	-2	i	-3	-6	0.9	1	-1	4	-0.2
COc1ccc(Cc2c(-c3cccc(Br)c3)nc3cc(C)c(Br)c(C)n23)c(C)c1	-8	i	29	4	2.1	x	-7	x	-1.1
CN(C)CCCn1c2c(c(SCC(=O)Nc3ccc4c(c3)OCO4)nc1=O)CCCC2	-1	i	-5	0	2.2	-13	2	-1	0.2
CC(C)(C)OC(=O)N1CCN(c2ccc(NC(=O)Cn3nnc(-c4ccccc4)n3)cc2)CC1	-2	i	3	-4	-1.5	-1	-14	-4	-0.4
COc1ccc(-c2nnc(Nc3nc4c(OC)cccc4s3)o2)c(OC)c1	-2	x	9	4	3.7	-1	-7	-1	-0.5
CC1CCN(c2cc(N(C)CCO)c([N+](=O)[O-])c3nonc23)CC1	-4	i	2	2	1.3	-8	-13	-6	0.7
CCOc1ncccc1C(=O)Nc1cccc(-c2nnc3n2CCCCC3)c1	-8	i	-2	-5	0.1	1	2	7	-0.4
CN1C(=O)/C(=C\c2ccncc2)SC1=Nc1ccccc1	-3	i	-2	0	1.6	10	-11	-3	-0.2
Cc1ccc(N=Cc2cc(Cc3ccccc3Cl)cc([N+](=O)[O-])c2O)c(O)c1	-10	i	10	23	x	-99	-3	2	-0.1
O=C(O)C1CCN(C(=O)c2ccccc2Cl)CC1	-2	i	-5	-5	0.7	9	-3	-1	0.4
O=C(NNC(=S)NC(=O)c1ccccc1[N+](=O)[O-])c1ccccc1[N+](=O)[O-]	0	i	-2	2	1.2	18	-2	0	-0.3
COCCCNC(=O)CC(NS(=O)(=O)c1ccc(OC)cc1)c1ccc(OC)cc1 (stereo not drawn)	-4	i	-4	-6	1.1	-7	-1	-4	-0.1
Cc1ccc(S(=O)(=O)NC(=O)Nc2nccs2)cc1	-6	i	-7	-4	-0.1	2	-3	0	-1.2
CCc1ccc(NC(=O)CN2C(=O)CC(C)S(=O)(=O)c3ccccc32)cc1 (stereo not drawn)	-3	i	-3	4	1.1	5	5	-1	-0.7
CCc1cccc(C)c1NC(=O)COC(=O)CNS(=O)(=O)/C=C/c1ccccc1	0	i	-5	-6	-0.8	-10	-2	-3	0.6
Cc1ccc2c(c1)N(CC(=O)N1CCCCC1)C(=O)C(C)O2 (stereo not drawn)	-2	i	-3	5	0.5	-3	-3	-1	-0.2
Cc1ccc(NC(=O)CN(c2ccc(Cl)cc2)S(=O)(=O)c2cc([N+](=O)[O-])ccc2Cl)cc1	0	i	33	-2	-0.1	-8	-5	-3	0.7
Cc1cccc(S(=O)(=O)Nc2nc3ccccc3nc2NCc2ccco2)c1	-7	i	-8	2	2.5	-14	-12	1	-1.1
O=c1[nH]cnc2c1ncn2C1CCC(CO)O1 (stereo not drawn)	-2	i	-2	-3	0.7	0	-7	0	-0.4
O=C(NC1CCC1)C1CCC(=O)N(Cc2cccc(F)c2)C1 (stereo not drawn)	-8	i	-6	3	0.4	-11	5	-6	-0.8
COc1ccc(N=C2SC(CC(=O)Nc3ccc(F)cc3)C(=O)N2Cc2ccco2)cc1 (stereo not drawn)	-2	i	32	-9	-0.2	4	-3	-1	0.5
Cc1sc2ncnc(N3CCC(C(=O)Nc4ccc(Br)cc4Br)CC3)c2c1C	-1	i	32	1	-1.2	-57	-14	-3	0.1
CCOC(=O)/C(=C\c1cccnc1)C(=O)c1cc(C(C)=O)c(Nc2ccccc2)s1	-1	i	13	25	x	-2	-3	3	-0.4
O=C(CO/N=C/c1ccc(OC(F)F)cc1)NCc1cccs1	-2	i	5	-10	-1.4	3	-5	2	-0.1
CCCCCn1c(=O)[nH]c2cc(C(=O)NCCCN3CCCCC3C)ccc2c1=O (stereo not drawn)	-3	i	-2	4	1.2	-9	2	0	-0.1
COc1cc2c(C#CCCCO)c(-c3ccsc3)oc(=O)c2cc1OC	-3	i	-2	-3	-0.4	4	-4	-4	-0.2
CCOc1ccc2nc(NC(=O)CSc3nc4c(c(=O)n(C)c(=O)n4C)n3C(C)C)sc2c1	-4	i	4	-1	0.5	-8	-9	2	-0.2
Cc1nn(C)c(C)c1NC(=O)CSc1nc(-c2ccccc2Cl)nc2c1cnn2-c1ccccc1	-3	i	-11	4	-0.3	3	-7	-5	0.3
Cc1cc(NC(=O)C(C)SCC(=O)Nc2cccc(S(=O)(=O)N3CCCCCC3)c2)no1 (stereo not drawn)	0	i	3	2	-0.4	13	-6	2	0.1
CNC(=O)CCn1nc(-c2ccccc2)c2ccccc2c1=O	1	i	-2	0	1.0	3	9	0	0.6
Cc1cccc(NC(=O)CCNC(=O)c2ccccc2)c1	-1	i	2	3	-1.1	-4	0	-1	-0.1
CCOc1ccccc1N1CCN(C(=O)CNC(=O)c2sc3ccccc3c2Cl)CC1	-2	i	21	-2	0.2	-11	10	-1	0.4
CCCCn1c(N)c(N(CCC(C)C)C(=O)CC2OC(=O)c3ccccc32)c(=O)[nH]c1=O (stereo not drawn)	-2	i	-2	0	0.5	-1	-12	-1	0.1
CCN(CC)C(=S)SCC(=O)c1c(C)[nH]c2ccccc12	0	i	3	2	0.1	14	14	-3	1.0
CN(C(=O)c1ccc(S(=O)(=O)NC2CCCC2)cc1)C1CCCCC1	-4	i	-7	-4	-1.4	1	-6	4	-0.4
CC(=O)OCCN1CCN(C(=O)CN2C(=O)NC(c3ccccc3)(c3ccccc3)C2=O)CC1	-1	i	-7	2	0.2	5	0	1	0.2
Fc1ccc(-c2ccnc3nc(N4CCN(c5ccccc5)CC4)nn23)cc1	-12	i	10	-1	0.7	-3	-1	-3	-1.0
CCC(=NCCc1ccc(OC)c(OC)c1)C1=C(O)CC(C)(C)CC1=O	1	i	-2	2	0.8	-1	4	0	-0.2
CCSc1cc(C2C(C(=O)OC)=C(C)NC3=C2C(=O)CCC3)c(C)o1 (stereo not drawn)	3	i	-13	4	-0.2	16	0	4	-0.1
Cc1cc(C)n(CC(=O)N2CCCC(C(=O)c3cccc(OC(C)C)c3)C2)n1 (stereo not drawn)	-4	i	-10	6	1.9	14	-8	3	-1.5
N=c1c2c3c(sc2nc2n1CCCCC2)CCCC3	-4	i	-8	-3	-1.1	5	-3	-1	-0.9
O=C1C2CCCN2C(=O)N1CCCCN1CCN(c2cccc(Cl)c2)CC1 (stereo not drawn)	1	i	-10	4	-0.4	5	4	-1	0.1

From PubChem
